From PubChem
HepG2 tox: qHTS for Inhibitors of TGF-b: Cytotox Counterscreen; HepG2 CAGA-GFP viability, ATP luminescence, 18 h; Potency, µM (titrated, usually from 46.1 µM), for inactives: top-dose activity change, negative = cytotoxicity, hits mostly cytotoxic; 410,000 tested, 0.76% active; AID 588856, 2011; note: some results filed as inactive show a strong effect at the top dose
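CellTiter-Glo luminescence gave cytotoxicity after 18 hours at 37 degrees C. The cells were HepG2 CAGA-GFP in 1% FBS DMEM, stimulated with 500 pg/mL TGF-beta after compound addition. %Activity was normalised to no-cell wells (complete cell-killing) and DMSO (no toxicity), and curves were fitted and classified.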
KB-3-1 cytotox: qHTS assay for MDR1-selective chemotherapeutics: Primary screen using the parental adenocarcinoma cell KB-3-1 | KB-3-1 viability, CellTiter-Glo ATP luminescence, 72 h | Potency, µM (top dose mostly 46.1 µM), for inactives: at the top dose activity change, negative = cytotoxic, hits mostly cytotoxic | 400,000 tested, 1.4% active; note: % is set by controls: 0 for no effect and ±100 for the full control effect; nearly all actives have a fitted effect of over 60% in size
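Parental KB-3-1 adenocarcinoma cells in phenol-red-free DMEM with 10% FBS were pin-treated with compounds at several concentrations, incubated 72 h at 37 °C, and viability read by CellTiter-Glo luminescence; concentration-effect curves were fitted after normalization.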
ATXN2 expr inh: Primary qHTS for Inhibitors of ATXN expression; HEK-293 ATXN2-luciferase reporter, luminescence, 24 h; AID 1745845, 2022; Potency, µM (series often up to 57 µM), without a hit: top-dose activity change, negative = inhibition, most hits filed as inhibitors; 360,000 tested, 0.72% active; note: % is set by controls: 0 for no effect and ±100 for the full control effect; nearly all actives have a fitted effect of over 55% in size
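ATXN2-luciferase reporter cells (luciferase flanked by upstream and downstream ATXN2 gene portions) were treated 24 h at 37 °C with compounds at up to 57 uM. SteadyGlo luminescence gave expression; GF-AFC fluorescence gave viability.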
Numbers without * were called inactive; ? = inconclusive. Calls come from the whole dose curve; as a rule, active = well fitted curve in the direction sought with a large enough effect; inconclusive = small, poorly fitted or top-dose-only effect, or another doubt; inactive = no such curve, though single readings can be large; an effect the other way counts as inactive or inconclusive. Potency is the fitted concentration of half-maximal effect.

SMILES	HepG2 tox	KB-3-1 cytotox	ATXN2 expr inh
CCn1c(=N)c(C(=O)NC2CCCC2)cc2c(=O)n3ccccc3nc21	-13%	3%	13%
COc1ccc(-c2c(C)c3ccc(O)c(CN4CCCCC4)c3oc2=O)cc1OC	-1%	2%	1%
COc1ccc(NC(=O)c2c(NCc3sccc3C)sc3c2CCCCC3)c(OC)c1	-18%	-9%	?
Cc1ccc(-c2nnc(Nc3cccc(O)c3)c3ccccc23)cc1S(=O)(=O)NCC1CCCO1 (stereo not given)	-33%	?	?
O=C(Cn1c(SCC(=O)Nc2ccc(F)cc2)nc2ccccc21)NCc1ccccc1Cl	-57%	1%	?
COCCCn1c(=N)c(C(=O)NC2CCCC2)cc2c(=O)n3cc(C)ccc3nc21	10%	?	1%
COc1ccc(Nc2cc(C)c3cc(NC(=O)Cc4c(F)cccc4Cl)ccc3n2)cc1	-27%	5%	-22%
COC(=O)c1ccc(NC(=O)c2c(NCc3ccc(C)o3)sc3c2CCCC3)cc1	-46%	3%	?
CCn1c(SCC(=O)Nc2cccc(Cl)c2)nnc1-c1nonc1NC(C)=O	-3%	2%	-10%
CCOC(=O)c1c(NC(=O)c2ccc(S(=O)(=O)N(C)C3CCCCC3)cc2)sc2c1CCN(C(C)C)C2	-19%	18%	-11%
COc1ccc(CC(=O)Nc2ccc3nc(Nc4cccc(Cl)c4)cc(C)c3c2)cc1OC	4%	?	?
Cc1ccc(C)c(N2CCN(C(=O)CCC(=O)Nc3ccc4nc(N5CCCCC5)cc(C)c4c3)CC2)c1	-28%	7%	-15%

The last 4 entries of the part above come first, to join the parts:
SMILES	HepG2 tox	KB-3-1 cytotox	ATXN2 expr inh
CCn1c(SCC(=O)Nc2cccc(Cl)c2)nnc1-c1nonc1NC(C)=O	-3%	2%	-10%
CCOC(=O)c1c(NC(=O)c2ccc(S(=O)(=O)N(C)C3CCCCC3)cc2)sc2c1CCN(C(C)C)C2	-19%	18%	-11%
COc1ccc(CC(=O)Nc2ccc3nc(Nc4cccc(Cl)c4)cc(C)c3c2)cc1OC	4%	?	?
Cc1ccc(C)c(N2CCN(C(=O)CCC(=O)Nc3ccc4nc(N5CCCCC5)cc(C)c4c3)CC2)c1	-28%	7%	-15%
CCOCCCn1c(=N)c(C(=O)NC(C)c2ccccc2)cc2c(=O)n3cc(C)ccc3nc21 (stereo not given)	-1%	1%	11%
Cc1cccn2c(=O)c3cc(C#N)c(=O)n(-c4nnc(SCc5ccc(F)cc5)s4)c3nc12	2%	-4%	2%
CCOC(=O)c1c(NC(=O)c2ccc(S(=O)(=O)N(CC(C)C)CC(C)C)cc2)sc2c1CCN(CC)C2	-27%	-3%	-10%
Cc1ccc(CNC(=O)CN(c2ccc(C(C)C)cc2)S(=O)(=O)c2c(C)n[nH]c2C)cc1	-46%	21%	?
CSc1nn(Cc2ccc(Br)cc2)c(N(C(C)=O)C(C)=O)c1S(=O)(=O)c1ccccc1	11µM*	-32%	?
Cc1ccc(NC(=O)CSc2c3c(nc4ccccc24)CCCC3)cc1F	-77%	-4%	?
COc1cccc(-c2ccc3c(N)c(C(=O)Nc4ccccc4C)sc3n2)c1	-21%	-6%	?
Cc1cccn2c(=O)c3cc(C(=O)NC(C)c4ccccc4)c(=N)n(CCOCCO)c3nc12 (stereo not given)	-21%	-18%	2%
COc1ccc(CCNC(=O)c2ccc3c(Cl)c4c(nc3c2)CCCC4)cc1OC	-32%	-6%	?
Cc1ccc(C(=O)COC(=O)c2cccc(NC(=O)c3ccc(Cl)cc3Cl)c2)cc1	-19%	-1%	?
COc1ccc(NC(=O)c2sc3nc(C)c(C(=O)Nc4ccc(C)cc4C)c(-c4ccccc4Cl)c3c2N)cc1	-8%	-1%	-10%
O=C(CCn1cnc2onc(-c3ccc(F)cc3)c2c1=O)Nc1cccc(C(F)(F)F)c1	-50%	-11%	?
Cc1c(CC(=O)NCc2ccccc2Cl)c(=O)oc2cc(O)ccc12	-2%	1%	13%
COc1cc(NC(=O)c2cc(Cl)ccc2Cl)ccc1NC(=O)c1cc2ccccc2o1	-28%	-1%	32µM*
CC(C)(C)c1ccccc1NC(=O)c1cnn2c(C(F)F)cc(-c3ccccc3)nc12	-1%	0%	10%
Cc1ccc(CN2CCC(CNC(=O)Nc3ccc(Cl)cc3)C2)cc1 (stereo not given)	-73%	8%	?
CCN1CCc2c(sc(NC(=O)c3ccc(S(=O)(=O)N4CCCC(C)C4)cc3)c2C(=O)OC)C1 (stereo not given)	-70%	-5%	-32%
COc1ccc(-c2nc3ccc(NS(=O)(=O)c4ccc(C)cc4)cc3o2)cc1	-80%	-28%	?
COc1ccccc1-c1noc(CSc2nnc(Cc3ccccc3)n2-c2ccc(C)c(C)c2)n1	-56%	-2%	?
CCOC(=O)c1ccc(NC(=O)CC2C(=O)N(c3ccccc3)C(=O)N2Cc2ccc(C)cc2)cc1 (stereo not given)	-4%	-26%	-30%
CCCN(CCC)CC(O)Cn1cc(/C=C/C(=O)c2ccc(Br)cc2)c2ccccc21 (stereo not given)	-35%	4%	-2%
CCN(CC)CCNC(=O)c1[nH]c2ccccc2c1Sc1ccc(Cl)cc1	14µM*	-6%	?
COc1ccc(-c2noc(CSc3nnc(Cc4ccccc4)n3-c3cccc(C)c3)n2)cc1	-25%	-8%	?
Cc1oc2ccc(O)c(CN3CCCC3)c2c1C(=O)Nc1ccc(C(C)C)cc1	-76%	0%	?
COc1ccc(CNc2oc(/C=C/c3cccc(OC)c3)nc2C#N)cc1	-17%	0%	-23%
O=C(CCCn1c2ccccc2c(=O)c2ccccc21)Nc1cccc(Cl)c1	-30%	?	?
Cc1c(-c2ccc(Cl)cc2)c(=O)oc2c(CN3CCN(CCO)CC3)c(O)ccc12	-22%	-5%	-23%
COc1cccc(-c2ccc3c(N)c(C(=O)c4ccc(Cl)cc4)sc3n2)c1	-40%	?	-16%
C=CCc1ccccc1OCCn1c(C2CC(=O)N(Cc3ccc(F)cc3)C2)nc2ccccc21 (stereo not given)	-108%	?	?
COc1ccc(C2C=C(c3ccccc3)Nc3nc(NS(=O)(=O)c4ccc(Cl)cc4)nn32)cc1 (stereo not given)	-2%	-1%	3%
CCn1ccc2c(OCC(=O)Nc3ccc(C)c(Cl)c3)cccc2c1=O	-37%	-20%	?
Cc1ccc2nc3c(cc(C(=O)NCC4CCCO4)c(=N)n3C(C)C)c(=O)n2c1 (stereo not given)	-4%	-11%	5%
CCOc1ccc(C(=O)c2oc3ccccc3c2NC(=O)c2cc(-c3ccccc3)on2)cc1	0%	9%	10%
Cc1[nH]c2ccccc2c1C(c1ccccc1)c1cccs1 (stereo not given)	-105%	?	?
CCCC1OC2C[C@@H]3[C@H]4CCC5=CC(=O)C=C[C@]5(C)[C@H]4C(O)C[C@]3(C)[C@]2(C(=O)CO)O1 (stereo not given in full)	-28%	0%	0%
COC(=O)Cc1c(C)c2ccc3c(c2oc1=O)CN(Cc1ccc(C)cc1)CO3	2%	-7%	3%

Gathered by group, the compounds so far with two or more sulfur atoms (6)
SMILES	HepG2 tox	KB-3-1 cytotox	ATXN2 expr inh
COc1ccc(NC(=O)c2c(NCc3sccc3C)sc3c2CCCCC3)c(OC)c1	-18%	-9%	?
CCOC(=O)c1c(NC(=O)c2ccc(S(=O)(=O)N(C)C3CCCCC3)cc2)sc2c1CCN(C(C)C)C2	-19%	18%	-11%
Cc1cccn2c(=O)c3cc(C#N)c(=O)n(-c4nnc(SCc5ccc(F)cc5)s4)c3nc12	2%	-4%	2%
CCOC(=O)c1c(NC(=O)c2ccc(S(=O)(=O)N(CC(C)C)CC(C)C)cc2)sc2c1CCN(CC)C2	-27%	-3%	-10%
CSc1nn(Cc2ccc(Br)cc2)c(N(C(C)=O)C(C)=O)c1S(=O)(=O)c1ccccc1	11µM*	-32%	?
CCN1CCc2c(sc(NC(=O)c3ccc(S(=O)(=O)N4CCCC(C)C4)cc3)c2C(=O)OC)C1 (stereo not given)	-70%	-5%	-32%

Remaining list, next part
SMILES	HepG2 tox	KB-3-1 cytotox	ATXN2 expr inh
COc1ccccc1C1C=C(c2ccc(F)cc2)Nc2nc(-c3ccc(Cl)cc3)nn21 (stereo not given)	-17%	-4%	?
COC(=O)c1ccc(NC(=O)c2c(NCc3ccc(OC)c(OC)c3)sc3c2CCCC3)cc1	-26%	-2%	?
COc1ccc(-c2cc3ccc(O)c(CN4CCOCC4)c3oc2=O)cc1OC	-4%	-9%	-15%
Cc1ccc(OCCSc2nc3ccccc3n2CC(=O)N2CCCCC2)c(C)c1	-2%	?	?
Cc1cc(S(=O)(=O)Nc2cccc(-c3ccc(N4CCOCC4)nn3)c2)c(C)cc1Cl	-22%	10%	?
CCN(CC)c1ccc(-n2nc3cc(C)c(NC(=O)c4ccccc4F)cc3n2)cc1	-46%	-13%	11%
COc1cccc(/C=C/c2nc(C#N)c(N3CCC(C(N)=O)CC3)o2)c1	-15%	11%	5%
CCN(CC)c1cc(C)c2cc(NC(=O)c3cccc(OC)c3)ccc2n1	-43%	1%	?
COCCCn1c(=N)c(C(=O)NC2CCCC2)cc2c(=O)n3ccccc3nc21	-21%	-3%	-9%
Cc1cccc(OCC(=O)Nc2ccc3nc(Nc4cccc(Cl)c4)cc(C)c3c2)c1	-49%	11%	-24%
Cc1ccc(CS(=O)(=O)c2ncc(Cl)c(C(=O)Nc3nc4ccc(C)cc4s3)n2)cc1	-51%	1%	?
COc1ccc(CCNC(=O)CSc2cn(CCNC(=O)c3cccc(C(F)(F)F)c3)c3ccccc23)cc1OC	-44%	-29%	?
CCOC(=O)c1cc2c(=O)n3ccccc3nc2n(CC2CCCO2)c1=NC(=O)c1ccc(C(C)(C)C)cc1 (stereo not given)	1%	-15%	14%
Cc1cc(Nc2cccc(Cl)c2)nc2ccc(NC(=O)c3cncc(Br)c3)cc12	-39%	?	?
CCOC(=O)c1cc2c(=O)n3ccccc3nc2n(CC(C)C)c1=NC(=O)COc1ccc(Cl)cc1	-13%	2%	-20%
CCCCN(C)S(=O)(=O)c1ccc(C(=O)Nc2sc3c(c2C(=O)OCC)CCN(C(C)C)C3)cc1	-55%	-28%	-1%
COc1ccc(OC)c(/C=C/C(=O)Nc2ccc(C(=O)OCCC(C)C)cc2)c1	-22%	3%	-15%
CCc1ccc(CNCc2c(C(=O)O)n(Cc3ccc(C)cc3)c3cc(C)ccc23)cc1	18µM*	18µM*	-10%
CCOC(=O)c1sc(NC(=O)c2nc3nc(C)cc(C(F)F)n3n2)c(C(=O)OC)c1C	-16%	18%	6%
COc1ccc(Cl)cc1NC(=O)CN(c1cc(C)cc(C)c1)S(=O)(=O)c1c(C)n[nH]c1C	-116%	?	?
O=C1C2=C(Nc3ccccc3SC2c2ccc(Cl)c(Cl)c2)c2ccccc21 (stereo not given)	-64%	?	?
Cc1ccc(S(=O)(=O)Nc2nc3n(n2)C(c2ccc(F)cc2)C=C(c2ccccc2)N3)cc1 (stereo not given)	-11%	20%	14%
COc1ccc(-n2nc3c(N4CCCC(C(=O)NCc5cccc(F)c5)C4)nnc(C)c3c2C)cc1 (stereo not given)	-52%	0%	?
CCCNS(=O)(=O)c1ccc2nc(NC(=O)c3ccc(F)cc3)sc2c1	-37%	-16%	?
CCCn1c(=N)c(C(=O)NCc2cccnc2)cc2c(=O)n3ccccc3nc21	-3%	-3%	2%
COc1ccc(CN2COc3ccc4c(-c5ccccc5)cc(=O)oc4c3C2)cc1OC	-22%	-6%	7%
CC(C)(C)c1ccc(C2Sc3ccccc3NC3=C2C(=O)c2ccccc23)cc1 (stereo not given)	-31%	?	?
CCOC(=O)c1cc2c(=O)n3ccccc3nc2n(Cc2ccco2)c1=NC(=O)c1c(F)cccc1Cl	6%	4%	2%
CCn1c(=N)c(C(=O)NC2CCCCC2)cc2c(=O)n3cccc(C)c3nc21	-9%	0%	-11%
CCn1c(=N)c(C(=O)NCc2cccnc2)cc2c(=O)n3cc(C)ccc3nc21	-5%	17%	11%
CCOc1ccc(CNCc2c(C(=O)O)n(Cc3ccc(C)cc3)c3cc(C)ccc23)cc1	-110%	-19%	?
COc1ccc(C(=O)CC2(O)C(=O)N(Cc3cccc(C(F)(F)F)c3)c3ccccc32)cc1 (stereo not given)	-106%	?	?
COc1cc(OC)c(OC)cc1CN1CCc2nc(Nc3ccc4c(c3)OCCO4)ncc2C1	-12%	-2%	-1%
N#Cc1c(N)n(-c2cccc(Cl)c2)c2nc3ccccc3nc12	-1%	-1%	-4%
COc1ccc(-c2c(C)c3ccc(O)c(CN4CCCC4)c3oc2=O)cc1OC	-3%	3%	-16%
COc1ccc(-c2c(C)c3ccc(O)c(CN4CCOCC4)c3oc2=O)cc1	9%	-1%	1%
O=C(CSc1nc(-c2ccccc2)[nH]c1-c1ccccc1)Nc1ccc2c(c1)OCCO2	10µM*	-16%	?
COc1cccc(-c2ccc3c(N)c(C(=O)Nc4cc(F)ccc4F)sc3n2)c1	1%	-2%	13%

An excerpt; rates above refer to the full screens.
